GSH fluor = GSH bead compound fluorescence profile. hit rate 0.25% among 190,000. GSH beads flow cytometry, compound fluorescence 488/530 nm; active compounds read high. fluorescence (KMESF) at 10 µM. AID 1776; in the data active means fluorescence above about 89;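 further: glutathione beads carrying GST-tagged Bcl family fusion proteins plus one bare bead set; values are compound well signal with DMSO vehicle wells as background; inactives centre near 16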
HRas wt GTP bind = changes GTP binding to wildtype human HRas. GTP binding activity, % at 10 µM. GST-Ras wt beads, Bodipy-FL-GTP binding, flow cytometry; actives lie on both sides. P01112. hit rate 0.14% among 190,000;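 active means GTP binding activity at least 20% away from the 100% baseline, either lowered as inhibitor or raised as activator; inconclusive means flagged as likely green fluorescent, judged across all proteins in the well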;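 further: 0% = unlabeled GTP competition control and 100% = no-compound control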
Target sequence (P01112 whole entry, looked up): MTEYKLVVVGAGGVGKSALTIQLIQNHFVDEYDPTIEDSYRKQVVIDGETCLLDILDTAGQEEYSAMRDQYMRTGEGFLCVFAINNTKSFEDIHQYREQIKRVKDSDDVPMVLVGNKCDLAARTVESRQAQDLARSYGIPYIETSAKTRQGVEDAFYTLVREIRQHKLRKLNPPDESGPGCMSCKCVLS
Mcl1-Noxa inh = Mcl-1/Noxa interaction inhibition | inhibition, % at 21.7 µM | Q07820 | hit rate 1.5% among 220,000 | TR-FRET Mcl-1/Noxa peptide binding, 2 h | AID 1022;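 active means compounds that cut the protein-peptide binding signal by more than 50% relative to plate controls in a single-dose test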;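 further: His-tagged Mcl-1 with rhodamine Noxa BH3 peptide and terbium anti-His antibody; 0% = Mcl-1 plus Noxa peptide wells and 100% = peptide-only wells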
Target sequence (Q07820 whole entry, looked up): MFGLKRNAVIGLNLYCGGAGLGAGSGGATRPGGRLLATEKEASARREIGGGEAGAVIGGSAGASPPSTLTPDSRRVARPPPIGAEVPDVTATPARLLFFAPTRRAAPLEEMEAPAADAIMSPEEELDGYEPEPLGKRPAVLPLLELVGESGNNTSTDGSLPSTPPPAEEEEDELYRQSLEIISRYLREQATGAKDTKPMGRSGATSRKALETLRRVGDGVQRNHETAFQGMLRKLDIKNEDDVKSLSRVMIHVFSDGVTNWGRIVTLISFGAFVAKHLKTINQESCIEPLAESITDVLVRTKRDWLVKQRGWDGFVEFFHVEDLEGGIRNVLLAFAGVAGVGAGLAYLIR
Rab2 wt GTP = changes GTP binding to wildtype dog Rab2A, up or down | GST-Rab2 wt beads, Bodipy-GTP binding, flow cytometry | hit rate 0.19% among 190,000 | GTP binding activity, % at 10 µM | P61105;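 active means GTP binding activity at least 20 points away from 100%, either lowered or raised; inconclusive means signal likely due to the compound's own green fluorescence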;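 further: 0% = beads with excess unlabeled GTP and 100% = no-compound control corrected for plate trend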
Mcl1 Bid PPI = disrupts binding of human Mcl-1 to Bid peptide; TR-FRET Mcl-1/Bid-Dy647 peptide binding, 1536-well; inhibition, % at 21.7 µM; hit rate 0.97% among 220,000; AID 1021;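 active means compounds that cut the binding signal by more than half at the single screening dose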;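 further: His-tagged Mcl-1 with europium anti-His antibody binding Bid BH3 peptide; 0% = Mcl-1 plus peptide wells and 100% = peptide-only wells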
Rac1 act GTP bind = alters GTP binding to activated mutant human Rac1 | P63000 | GST-Rac1 activated beads, fluorescent GTP binding, flow cytometry; actives lie on both sides; 100% means binding = to untreated wells | percent activity (GTP binding), % at 10 µM | hit rate 0.11% among 190,000 | AID 764;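 active means GTP binding at least 20 percentage points away from the 100% baseline, in either direction, so actives lie on both sides; inconclusive means Compound likely fluorescent itself, or too few beads counted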
Rac1 wt GTP bind = alters GTP binding to wildtype human Rac1. GTP binding activity (% of control), % at 10 µM. GST-Rac1 beads, fluorescent GTP binding, flow cytometry; actives lie on both sides; 0 = cold GTP competed, 100 = untreated. P63000. hit rate 0.27% among 190,000;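 active means GTP binding activity at least 20 points away from the 100% control level, either lower or higher; inconclusive means compound flagged as likely green fluorescent, judged across all proteins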
Pf gametocyte = inhibitors of late stage P. falciparum gametocyte viability. hit rate 0.065% among 150,000. P. falciparum stage V gametocytes, ATP luminescence, 24 h. inhibition, % at 10.9 µM. AID 743093;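 active means inhibition above the mean plus 3 SD of compounds within the control limits, set per campaign, cut at about 38% in these data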;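 further: 0% = DMSO wells and 100% = medium only without gametocytes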
Rab7 wt modul = alters GTP binding to wildtype dog Rab7. hit rate 0.055% among 190,000. GST-Rab7 beads, fluorescent GTP binding, flow cytometry; actives lie on both sides; untreated = 100%, excess cold GTP = 0%. GTP binding activity (percent of control), % at 10 µM;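 active means fluorescent GTP binding to Rab7 beads changed by at least 20 points from the 100% baseline, either direction, mostly lower; inconclusive means compound itself probably fluorescent, or too few beads counted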;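 further: median green fluorescence of bound Bodipy-FL-GTP per Rab7 bead population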
Cdc42 wt = changes GTP binding to wildtype human Cdc42. percent activity (GTP binding), % at 10 µM. hit rate 0.2% among 190,000. AID 761. GST-Cdc42 beads, Bodipy-GTP binding, flow cytometry; actives lie on both sides. P60953;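 active means percent activity GTP binding at least 20 points away from the 100% baseline, either down as inhibitor or up as activator; inconclusive means compound flagged as likely green fluorescent from well-wide comparison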;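 further: median bead fluorescence of bound Bodipy-FL-GTP at 100 nM; 0% = excess unlabeled GTP control and 100% = no compound control; below 100% means less GTP binding so inhibitor and above means activator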
Target sequence (P60953 whole entry, looked up): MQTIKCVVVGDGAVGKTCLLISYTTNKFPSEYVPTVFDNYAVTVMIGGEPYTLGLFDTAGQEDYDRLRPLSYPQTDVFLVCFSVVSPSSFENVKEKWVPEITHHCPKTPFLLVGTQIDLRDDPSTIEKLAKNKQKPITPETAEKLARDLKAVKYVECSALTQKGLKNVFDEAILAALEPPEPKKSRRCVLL
Avidin bead fluor = avidin bead compound fluorescence profile; Avidin beads, compound fluorescence 488/530 nm, flow cytometry; active compounds read high; fluorescence (KMESF) at 10 µM; hit rate 0.38% among 220,000; in the data active means fluorescence above about 47; further: inactives centre near 10
* marks the source's active call; other numbers are inactive results; u = inconclusive; x = not tested or not shown.

SMILES	GSH fluor	HRas wt GTP bind	Mcl1-Noxa inh	Rab2 wt GTP	Mcl1 Bid PPI	Rac1 act GTP bind	Rac1 wt GTP bind	Pf gametocyte	Rab7 wt modul	Cdc42 wt	Avidin bead fluor
CCOCC(=O)Nc1nc2ccc(C)cc2s1	20	99	0	100	8	97	102	1	98	98	32
CC(C)c1cc(C(=O)N/N=C/C=C/c2ccccc2)n[nH]1	14	102	-1	101	-27	100	108	-13	99	102	13
C=CCn1c(NC(=O)c2ccccc2Cl)c(C#N)c2nc3ccccc3nc21	15	93	8	91	22	91	92	26	97	93	9
N#CC(C#N)=C1C=C2C=C(N3CCCCC3)CCC2CC1 (centres undefined)	99*	108	-80	107	-61	104	109	x	107	105	84*
CCC(C(=O)OCC(=O)Nc1cccc(S(=O)(=O)NC2=NCCCCC2)c1)c1ccccc1 (centres undefined)	18	94	7	95	-28	95	96	x	92	96	10
CCOC(=O)c1c(C)n(-c2ccccc2)c2ccc(O)c(CN(C)C)c12	14	98	17	100	-16	95	96	x	103	93	7
COc1ccc(-c2oc3cc(OC)c(O)c(OC)c3c(=O)c2OC)cc1O	23	92	10	91	-11	93	92	x	94	92	7
Cn1c(=O)n(CCc2ccccc2)c(=O)c2c1nc1n2CCN1Cc1ccco1	13	100	-6	102	-29	99	98	12	103	102	9
COc1ccccc1C(=O)Nc1cccc(SC)c1	14	99	15	97	-15	99	106	x	99	100	7
COc1ccccc1C1C(C(=O)c2cc3ccccc3o2)=C(O)C(=O)N1CCN(C)C (centres undefined)	36	101	-6	99	-20	98	106	8	101	102	13
COc1ccccc1NC(=S)NC(=O)CCCOc1ccc(Cl)cc1Cl	34	99	10	97	10	96	97	17	100	98	8
C=CCNC(=S)N1CCC(C(=O)c2ccc(OC)cc2)CC1	10	102	14	103	-11	101	107	2	101	105	9
CC(Cl)C(=O)Nc1ccccc1C#N (centres undefined)	6	98	15	97	-14	99	104	x	100	99	4
Cc1cc(-c2sccc2Br)nc(-n2cccc2)n1	14	96	-11	95	-17	92	94	4	104	91	11
CCOc1ccc(-c2ncncc2-c2ccc(OC)cc2)c(O)c1	13	102	8	99	-3	101	101	9	100	101	12
CCCn1nnnc1SCC(=O)NCc1cccs1	45	99	11	101	-5	101	105	15	98	100	4
Cc1cccc(C)c1NC(=O)C1(C)c2cccc[n+]2CC(=O)N1Cc1cccs1 (centres undefined)	13	99	43	100	-41	98	101	2	99	99	8
Cc1ccc(CCNC(=O)C2CC(c3ccccc3[N+](=O)[O-])=NO2)cc1 (centres undefined)	14	102	-2	102	0	97	101	x	103	104	27
Cn1cc(CNCc2ccc(-n3cccn3)cc2)c(-c2ccccc2F)n1	22	92	-11	95	-66	95	97	x	97	96	9
CC(=O)N(c1ccc2oc(=O)sc2c1)S(=O)(=O)c1ccccc1	25	101	21	99	-7	101	106	-54	101	103	11
CC(Sc1nnc2ccccn12)C(N)=O (centres undefined)	63	93	1	94	-4	92	93	8	91	92	24
Cc1cc(C)nc(SCC(=O)N/N=C\C(Br)=C\c2ccccc2)n1	12	92	15	91	-4	94	94	-11	93	95	13
O=C(COc1ccc(Br)cc1)NCCO	13	101	-15	102	-8	99	104	-3	100	104	11
CCCOc1ccc(-c2cn3ccccc3n2)cc1	19	99	4	104	-24	94	101	11	106	98	9
CCN(Cc1ccccc1)C(=O)COC(=O)c1cc(Cl)nc(Cl)c1	15	98	1	101	0	95	100	21	106	94	13
CC(C)NC(=O)C1CCN(C2CCN(Cc3ccc4cccc(F)c4n3)CC2)CC1	8	96	-2	97	-25	95	95	-25	94	93	2
Cc1ccc(CNC(=O)c2ccccc2N)cc1	16	u	-3	u	-9	u	u	3	u	u	33
Cc1c(N(C(=O)Nc2ccccc2)C2=NCC(C)S2)c(=O)n(-c2ccccc2)n1C (centres undefined)	10	91	5	99	-13	95	89	x	95	89	22
CCC1=NN2C(=N)/C(=C\c3ccc(SCc4ccco4)o3)C(=O)N=C2S1	18	101	64*	103	-14	98	103	x	102	103	4
C#Cc1ccc([C@@H]2C=C(C(=O)O)O[C@H](OCCCCO)C2)cc1	17	96	-16	96	1	95	97	-77	99	95	7
Cc1cccc(C(=O)NCC(=O)OCC(=O)c2cc(C)n(CC3CCCO3)c2C)c1 (centres undefined)	15	91	-6	93	-50	94	93	0	97	91	14
COC(=O)c1ccc(C2CC(=O)Nc3cc(OC)c(OC)cc32)cc1 (centres undefined)	16	97	2	99	-14	98	97	x	101	97	19
CC(C)(C)C(=O)NCCc1nc2ccccc2n1CC(=O)c1ccccc1	19	99	7	99	-4	101	102	x	96	99	x
COc1ccc2c(c1)C=C(CN1CCN(C(C)C)C(CCO)C1)CO2 (centres undefined)	15	95	6	96	-8	95	96	-1	96	95	1
N/C(=N/O)c1ccccc1N1CCC(Cc2ccccc2)CC1	10	99	4	101	-20	95	102	x	97	96	10
Cc1ncc(CN2CCN(C3CCCC3)C(CCO)C2)s1 (centres undefined)	12	98	-4	100	-34	99	99	17	104	98	10
Cc1cc(C)nc(/N=C(\N)Nc2ccc(F)c([N+](=O)[O-])c2)n1	33	101	17	102	14	99	105	23	103	101	11
CCC(C)NC(C(=O)Nc1ccc(Cl)c([N+](=O)[O-])c1)c1ccccc1 (centres undefined)	19	99	12	100	30	99	103	-4	100	99	8
Cc1cc(C)c(NC2=CC(=O)CC(C)(C)C2)c(C#N)c1	12	106	18	105	-9	103	107	-11	102	106	10
CCCSc1nc(=O)n2cc(C)ccc2n1	53	96	-13	96	-85	96	96	x	95	95	4
NC(=O)c1ccc(SCC(=O)NC2CCCCC2)c([N+](=O)[O-])c1	11	95	11	95	-13	93	94	0	100	91	11
COc1ccc(NC(=O)CNC(=O)c2cccs2)cc1Cl	16	97	13	93	-6	95	99	-11	95	94	9
CCOC(=O)COc1nc(N(C)C)nc(N(C)C)n1	6	97	-14	96	-31	95	97	-1	96	100	6
Cn1c(Cn2c(C(F)(F)F)nc3ccccc32)nc2ccccc21	60	103	6	99	-46	100	106	x	99	104	12
CNC(=S)Nc1ccc(OC)c(OC)c1	22	101	-3	102	1	100	108	x	104	106	29

Continued (3 carried over from the part before).
SMILES	GSH fluor	HRas wt GTP bind	Mcl1-Noxa inh	Rab2 wt GTP	Mcl1 Bid PPI	Rac1 act GTP bind	Rac1 wt GTP bind	Pf gametocyte	Rab7 wt modul	Cdc42 wt	Avidin bead fluor
CCOC(=O)COc1nc(N(C)C)nc(N(C)C)n1	6	97	-14	96	-31	95	97	-1	96	100	6
Cn1c(Cn2c(C(F)(F)F)nc3ccccc32)nc2ccccc21	60	103	6	99	-46	100	106	x	99	104	12
CNC(=S)Nc1ccc(OC)c(OC)c1	22	101	-3	102	1	100	108	x	104	106	29
Cn1c(SCC(=O)N(C2CCCCC2)C2CCCCC2)nnc1-c1cccs1	37	102	14	100	9	101	102	x	98	101	14
COc1ccc(CNC(=O)Cc2c(C(=O)O)[nH]c3ccccc23)cc1	23	97	0	97	-23	96	99	x	96	98	16
O=C(CSCc1ccccc1)Nc1ccc2c(c1)OCO2	20	99	-9	98	-23	100	100	x	96	98	36
Cc1cc(C)cc(NC2=CC(=O)CC(c3ccco3)C2)c1 (centres undefined)	13	97	-1	97	-31	96	102	1	98	95	6
COCCCn1nnnc1SCC(=O)Nc1nc(C)c(C)s1	27	98	0	96	-20	97	105	-9	95	99	37
O=C(CSc1nnc(C2COc3ccccc3O2)o1)N1CCOCC1 (centres undefined)	20	97	2	99	-7	100	101	4	94	98	20
Cc1cc(C)c(-c2csc(NC(=O)C3=NN(c4ccccc4)C(=O)CC3)n2)c(C)c1	14	100	2	97	-24	97	101	-5	97	102	20
Cc1ccccc1CN(c1ccc(C(=O)N/N=C/c2ccc(OCC(N)=O)cc2)cc1)S(C)(=O)=O	7	90	15	88	-18	90	84	-11	104	84	11
NS(=O)(=O)c1ccc(NC(=S)NCc2ccccc2)cc1	5	94	7	92	-14	94	93	-21	95	95	2
CCOc1ccccc1N1CCN(C(=S)NCc2ccco2)CC1	18	100	16	97	-43	98	101	-11	102	101	10
CCOC(=O)C1=C(C)NC(c2cccs2)C(=O)N1 (centres undefined)	10	104	4	101	-16	103	106	-23	99	102	4
CCN(CC)C(=O)Cn1cc(/C=C(\C#N)C(=O)N2CCN(c3ccccc3)CC2)c2ccccc21	11	105	8	98	-23	99	111	x	106	105	34
CCCNC(=O)NC(=O)COC(=O)c1ccc(S(=O)(=O)N(C)c2ccccc2OC)cc1	16	97	25	96	-15	96	98	-3	98	96	11
NC(=O)CC(O)c1cccc(Cl)c1 (centres undefined)	25	101	-10	100	9	101	106	-5	96	104	35
CC(C)c1nc(N2CCCC2)c(C#N)c2c1CCCC2	6	99	-39	96	-13	97	101	x	98	99	7
O=C(NCc1ccccn1)c1cc2ccccn2n1	21	97	-14	98	-16	97	100	x	99	93	6
COc1ccc(-c2nn(-c3ccccc3)cc2CNCCN2CCOC2=O)c(F)c1	12	91	-12	94	-44	99	98	0	91	93	10
COc1ccc(S(=O)(=O)N2CCCN(CC(=O)Nc3cc(NC(C)=O)ccc3OC)CC2)cc1	24	97	-7	97	0	98	100	15	97	98	11
COc1ccc(-n2cc(C(=O)c3cc(Cl)ccc3O)cc(C#N)c2=O)cc1	13	101	13	98	-29	93	100	10	106	95	7
CCCn1nnnc1NC(=O)COc1ccc(CC)cc1	5	98	16	93	-4	95	102	x	99	98	13
Cc1nc2nc[nH]n2c(=O)c1NC(=O)c1c(-c2ccccc2Cl)noc1C	50	104	14	106	20	99	105	-6	101	104	3
O=C(Cn1cc(-c2nnnn2-c2ccc(Cl)cc2)c(=O)c2ccccc21)c1ccccc1	46	98	4	98	-45	99	102	10	97	101	8
CCCCCCc1cc2cc(C(N)=O)c(=N)oc2cc1O	11	100	-10	97	-24	94	94	x	97	99	25
C[N+](C)(C)CCOP(=O)(O)OP(=O)([O-])OC[C@H]1O[C@@H](n2ccc(N)nc2=O)[C@H](O)[C@@H]1O	18	101	3	96	4	98	102	x	103	97	5
CCOC(=O)C1=C(C)NC(=O)NC1/C(C)=C/c1ccccc1 (centres undefined)	50	106	13	107	5	100	108	x	107	105	6
CSc1cccc(NC(=S)N(CCCN2CCC(C)CC2)Cc2cccs2)c1	21	100	11	100	-35	92	101	-34	100	99	9
